Screening data deposited in PubChem by Sanford-Burnham Center for Chemical Genomics.
Hsp70 inhibitors = small molecules displacing fluorescent ligand from Hsp70 – biochemical, fluorescence polarization, primary screen (AID 583); Hsp70 fluorescence polarization probe displacement, mP; higher % means a stronger effect; one-dose displacement, % at 20 µM; IC50 in µM for titrated hits; 140,000 tested, 0.06% active; in the data active = displacement above about 50%;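 also: plate controls were vehicle for no effect and reference ligand for full effect; a part of the inactive calls stands beside numbers as strong as those of hits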
MKP-3 inhibition = MKP-3 phosphatase inhibitors, primary screen, biochemical, rat enzyme, in vitro (AID 425); recombinant MKP-3 phosphatase activity, fluorescence; higher % means a stronger effect; inhibition, % at 20 µM; hits with a dose series show IC50 in µM; 110,000 tested, 0.17% active; in the data active = inhibition above about 50%;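 also: plate controls were vehicle for no effect and reference inhibitor for full effect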
Active calls of the source: *; nt = not tested or not shown; & = joins results of further samples. These rows are one share of the data; count on the stated rates, not on these rows.

Hsp70 inhibitors | MKP-3 inhibition | molecule
0.4% | -0.6% | CCOc1ccccc1OCCN1CCCC1
5.0%&3.2% | -1.3% | Cc1ccc(S(=O)(=O)C/N=C(/NC(=S)N(c2ccccc2)c2ccccc2)c2ccccc2)cc1
4.7% | 1.1% | CCOC(=O)c1ccccc1NC(=O)C(C)Oc1ccc(Cl)cc1C (configuration not stated)
0.1% | -2.5% | Cc1ccc(C)c(N2C(=O)C3C4C=CC(C4=C4CCCCC4)C3C2=O)c1 (configuration not stated)
3.0% | -7.5% | CC1(C)OC(=O)N(Cc2ccco2)C1(C)O (configuration not stated)
-2.1% | -0.2% | CCN1CCCC1CNc1ncnc2c1[nH]c1ccc(Cl)cc12 (configuration not stated)
-1.8% | 2.3% | O=C(Nc1ccc(Cl)c(Cl)c1)N1CCc2ccccc21
-2.3% | 3.0% | O=C(O)COc1ccc2c(=O)c(Oc3ccccc3Br)coc2c1
-4.8% | nt | O=C(OCC#CCSc1nc2ccccc2o1)c1cc2ccccc2o1
-3.2% | 9.7% | O=C(O)c1ccc(COCC(F)(F)F)cc1
1.1% | 4.6% | O=C(CCNC(=O)Cn1cnc2ccccc2c1=O)NCCC1=CCCCC1
-3.3% | 7.7% | O=C(COC(=O)C12CC3CC(CC(O)(C3)C1)C2)Nc1ccccc1OC(F)F
-1.1% | -5.5% | COc1ccccc1C1/C(=C(/O)c2ccc(OC(C)C)cc2)C(=O)C(=O)N1c1cc(C)on1 (configuration not stated)
3.6% | nt | C#CCOC(=O)c1csc2nnsc12
5.9% | -7.8% | O=C1CCCc2nc(N3CCc4ccccc43)ncc21
-8.3% | 1.4% | CS(=O)(=O)N1CCN(Cc2ccc(Cl)cc2)CC1
4.9% | nt | Cc1ccc2nc(SCC(=O)N(CC(C)C)c3c(N)n(CC(C)C)c(=O)[nH]c3=O)[nH]c2c1
4.0% | 0.5% | COc1ccc(N(CC(=O)Nc2ccc(OC)c(Cl)c2)S(=O)(=O)c2c(C)noc2C)cc1
0.4% | 1.6% | O=C(Nc1ccccc1)c1ccc(Cl)c(NC(=O)c2cccs2)c1
-7.8% | 3.1% | CCOC(=O)c1cc(=O)n2[nH]c(-c3ccc(C)cc3)cc2n1
-0.2% | nt | Cc1ccc(C)c2c3c([nH]c12)-c1nonc1CC3
-3.6% | 1.5% | CCC(Sc1nc2c(cnn2-c2ccc(Cl)cc2)c(=O)[nH]1)C(=O)OC (configuration not stated)
-2.1% | 3.3% | O=S(=O)(c1ccccc1)N1CCN(Cc2ccccc2Br)CC1
4.6% | -3.0% | COc1cccc2cc(C(=O)Nc3cccc(C(=O)O)c3)c(=O)oc12
0.7% | 4.4% | COc1cccc(/C=C/C(=O)c2cccc([N+](=O)[O-])c2)c1OC
0.3% | -3.8% | O=C(CCNS(=O)(=O)c1ccccc1F)NCc1ccc2c(c1)OCO2
-1.5% | -5.9% | O=C(NCCN1CCOCC1)c1ccc(=O)oc1
-2.4% | -0.4% | O=C(c1ccc(NC2=NC3CS(=O)(=O)CC3S2)cc1)N1CCc2ccccc2C1 (configuration not stated)
-3.9% | -0.8% | CCC(=O)c1ccc(OCC(O)CN2CCN(S(=O)(=O)N3CCCCC3)CC2)cc1 (configuration not stated)
0.2% | 0.1% | O=C(N/N=C/c1ccccc1O)C(=O)N1CCCCCC1

6 entries from above, with two lines to a compound:
Fields: Hsp70 inhibitors, MKP-3 inhibition
- O=C(O)c1ccc(COCC(F)(F)F)cc1
 : -3.2%, 9.7%
- Cc1ccc(S(=O)(=O)C/N=C(/NC(=S)N(c2ccccc2)c2ccccc2)c2ccccc2)cc1
 : 5.0%&3.2%, -1.3%
- COc1cccc2cc(C(=O)Nc3cccc(C(=O)O)c3)c(=O)oc12
 : 4.6%, -3.0%
- CCOc1ccccc1OCCN1CCCC1
 : 0.4%, -0.6%
- O=C(CCNS(=O)(=O)c1ccccc1F)NCc1ccc2c(c1)OCO2
 : 0.3%, -3.8%
- Cc1ccc(C)c2c3c([nH]c12)-c1nonc1CC3
 : -0.2%, nt

Among those listed so far, these have a Cl atom:
Hsp70 inhibitors | MKP-3 inhibition | molecule
4.7% | 1.1% | CCOC(=O)c1ccccc1NC(=O)C(C)Oc1ccc(Cl)cc1C (configuration not stated)
-2.1% | -0.2% | CCN1CCCC1CNc1ncnc2c1[nH]c1ccc(Cl)cc12 (configuration not stated)
-1.8% | 2.3% | O=C(Nc1ccc(Cl)c(Cl)c1)N1CCc2ccccc21
-8.3% | 1.4% | CS(=O)(=O)N1CCN(Cc2ccc(Cl)cc2)CC1
4.0% | 0.5% | COc1ccc(N(CC(=O)Nc2ccc(OC)c(Cl)c2)S(=O)(=O)c2c(C)noc2C)cc1
0.4% | 1.6% | O=C(Nc1ccccc1)c1ccc(Cl)c(NC(=O)c2cccs2)c1
-3.6% | 1.5% | CCC(Sc1nc2c(cnn2-c2ccc(Cl)cc2)c(=O)[nH]1)C(=O)OC (configuration not stated)

Going on with the list:
Hsp70 inhibitors | MKP-3 inhibition | molecule
1.0% | 3.4% | CC(=O)CCc1oc2ccc(Br)cc2c1-c1ccc(C)o1
0.1% | 2.9% | COc1cc(NC(=O)COc2cc(C)c(Cl)c(C)c2)c(OC)cc1Cl
4.9% | nt | Cc1cc(C)n2nc(SCC(=O)N(C)C)nc2n1
2.6% | -10.2% | CC(C)(C)C(=O)COC(=O)c1cccc(NC(=O)c2ccco2)c1
-2.7% | -6.5% | Cc1ccc(C)c(N2CCN(S(=O)(=O)c3ccc4c(c3)CCC(=O)N4)CC2)c1
-1.7% | nt | C=CCn1c(CCCOc2ccc(Cl)cc2Cl)nnc1SCC(=O)Nc1nccs1
-4.2% | nt | CCCCCCn1c(COc2ccccc2F)nnc1SCC(=O)N1c2ccccc2NC(=O)C1(C)C
-4.5% | 3.6% | COCCCN1C(=O)/C(=C\c2ccc(SC)cc2)C(C(=O)OC)=C1C
-1.7% | 0.4% | COc1ccc(C(CC(=O)c2ccc(C)cc2)Nc2ccc(Cl)cc2)cc1OC (configuration not stated)
5.6% | nt | CCOC(=O)c1c(C)[nH]c(N=Nc2ccc(C)cc2C)c1C
3.1% | -1.4% | CCc1ccccc1NC(=O)CCc1nc(-c2ccc(C)cc2)no1
6.9% | -11.5% | Cc1ccc(N=Cc2cccc(O)c2O)c(C)c1
1.1% | -8.2% | C=CCn1c(-c2ccoc2)n[nH]c1=S
-2.8% | -1.7% | Cc1cccc(C)c1NC(=O)/C=C/c1cccc([N+](=O)[O-])c1
6.9% | 0.3% | CCOc1ccc(-n2nnnc2SCC(=O)c2ccccc2)cc1
nt | -0.9% | CCC(C(=O)Nc1ncn[nH]1)(C(F)(F)F)C(F)(F)F
1.9% | 0.5% | O=C(CN1CC[n+]2c(-c3cccs3)csc21)c1ccccc1
3.1% | -5.0% | COc1ccccc1OCC(=O)Nc1cccc(C(=O)N2CCOCC2)c1
-4.9% | -0.7% | N#CC1=C2SCC(O)(c3ccccc3)N2C(=O)CC1c1ccccc1 (configuration not stated)
-0.3% | -0.5% | O=C(O)CCC(=O)Nc1cccc(Oc2ccc3c(c2)C(=O)N(c2cccc(NC(=O)CCC(=O)O)c2)C3=O)c1
-4.3% | -7.4% | Cc1ccc(N2CC(C(=O)NCCc3ccc(S(N)(=O)=O)cc3)CC2=O)cc1 (configuration not stated)
0.1% | 1.3% | O=C(CN1C(=O)COc2ccccc21)Nc1ccc2c(c1)OCCO2
-4.9% | nt | CCOC(=O)c1[nH]c2ccc(OC)cc2c1NC(=O)NC(C)C
-2.3% | 1.2% | O=C(Nc1ccc(Cc2ccncc2)cc1)c1cccs1
nt | -4.9% | O=C(O)CCc1ccc(-c2cccs2)n1NC(=O)c1ccc(Cl)cc1
2.8% | nt | COc1ccc(-n2c(-c3cnccn3)n[nH]c2=S)cc1
4.1% | nt | Cc1cc(C)n(-c2cc(Cl)cc(Cl)c2)c(=O)c1C#N
0.6% | nt | Cc1nc(C)c(C)nc1C
0.3% | 1.5% | O=C(N/C(=C/c1cccc([N+](=O)[O-])c1)C(=O)N1CCCC1)c1ccccc1
-8.3% | 2.0% | Cc1ccnc(N/C=C/C(=O)c2ccc(Br)cc2)c1
0.7% | -2.8% | Cc1cc(OCCN2CCCCC2)cc(C)c1Cl
-4.9% | 2.6% | COc1ccc(-c2noc(-c3ccc(Cl)cc3Cl)n2)cc1
3.4% | -2.4% | Cc1ccc2nc(/C(C#N)=C/c3cc4c(cc3[N+](=O)[O-])OCO4)[nH]c2c1
-0.4% | -1.7% | O=C(N/C(=C/c1ccc(Br)cc1)C(=O)N1CCCC1)c1ccccc1F
-0.3% | -17.6% | CC(=O)Oc1c(Cl)c(N2CCOCC2)c(OC(C)=O)c2ccccc12
-0.6% | 2.6% | Clc1ccccc1C=NN1CCN(Cc2ccccc2Cl)CC1
0.1% | 0.2% | O=C1CCC(C(=O)N(c2ccccc2)C2(C(=O)NC3CCCCC3)CCCCC2)N1 (configuration not stated)
-1.8% | 1.2% | CC(C)CC1NC(=O)N(CC(=O)N2CCN(S(=O)(=O)c3ccc4ccccc4c3)CC2)C1=O (configuration not stated)
-0.3% | 3.1% | CCOc1ccccc1NC(=O)CN(c1ccc(OC)cc1)S(=O)(=O)c1c(C)noc1C
-1.3% | nt | CCOC(=O)C(NC(C)=O)(Nc1ccc(S(=O)(=O)Nc2nccs2)cc1)C(F)(F)F (configuration not stated)
11.3% | nt | CC(C)COC(=O)c1ccc2c(c1O)C(=O)c1ccccc1C2=O
7.3% | 3.6% | CCOc1ccccc1NC(=O)COc1cccc(Cl)c1
-0.6% | 3.9% | CSc1ccc(-c2ncnn2-c2ccccc2Cl)cc1
-0.5% | nt | CCOC(=O)N1CCC(NC(=O)c2cc(C(=O)NCC(OC)OC)ccc2CO)CC1
3.7% | 1.2% | COc1ccc(-c2nc(=S)c3c(n2CCCO)CCCC3)cc1
-3.2% | 20.0% | NS(=O)(=O)c1cccc(NC(=O)c2cccc([N+](=O)[O-])c2)c1
-2.7% | 3.8% | O=C(COc1ccc2ccccc2c1)NCc1ccc(F)cc1
-5.0% | nt | Cc1nn(Cc2ccc(F)cc2)c(C)c1NC(=O)c1cnn2c1NC(c1ccccc1)CC2C(F)(F)F (configuration not stated)
4.6% | 4.0% | COc1ccc(C2C(C(C)=O)=C(Nc3ccccc3)CC(C)(O)C2C(C)=O)cc1 (configuration not stated)
-2.5%&3.3% | 6.0%&-0.7% | CCc1cccc(C)c1NC(=O)CCCC(=O)O
1.1% | 1.0% | COC(=O)c1c(NC(=O)c2ccco2)sc2c1CCC(C)C2 (configuration not stated)
-0.4% | nt | O=C(CSc1nnnn1C1CCCC1)Nc1ccc(F)cc1
4.8% | -3.7% | Cc1[nH]n2c(=O)c3c(nc2c1-c1ccccc1)CCC3
0.2% | nt | COc1cc(OC)c(C#N)c(S(=O)(=O)Cc2ccccc2)c1
2.0% | 2.7% | O=c1oc2ccccc2c(O)c1/C=C1\C=Nc2ccccc21
-0.5% | -9.8% | CC1C2CC(C(S(=O)(=O)N3CCOCC3)C2=O)C1(C)C (configuration not stated)
7.2% | 0.8% | O=C(Nc1c(Cl)cccc1Cl)c1ccccc1
2.7% | 8.6% | Cc1ccc(S(=O)(=O)NCCN=C(CN2CCOCC2)NS(=O)(=O)c2ccc(C)cc2)cc1
-8.6% | nt | CCOc1ccc(NC(=O)CCS(=O)(=O)c2ccc3c(c2)CCCN3C(=O)CC)cc1
1.2% | nt | Cc1cccc(NC(=O)C2CCCN2C(=O)Oc2ccccc2)c1C (configuration not stated)

Continued.
Hsp70 inhibitors | MKP-3 inhibition | molecule
6.0% | 0.1% | O=C(Nc1c(-c2ccccc2)nc2sccn12)c1ccccc1
3.0% | -8.0% | O=C(c1csc(Nc2ccccc2Cl)n1)N1CCCC1
9.4% | -9.4% | Nc1c(Sc2ccccc2)c(=O)[nH]c(=O)n1Cc1ccccc1
2.1% | -4.6% | C=CCc1ccccc1OCc1nnc(NC(=O)Nc2ccccc2)s1
-1.4% | -5.6% | COc1ccc(-c2nnc(NC(=O)c3ccc(S(=O)(=O)N4CCc5ccccc5C4)cc3)o2)cc1
-0.7% | -8.0% | Nc1nonc1C(=O)NCCNCc1cc(Br)ccc1OCc1ccccc1F
4.6% | nt | O=C(NC1CC2CCCC(C1)N2C(=O)Nc1ccc(Cl)c(C(F)(F)F)c1)C1CC1 (configuration not stated)
0.7% | -11.8% | COC(=O)C1=CN(C2CC2)C=C(C(=O)OC)C1c1ccccc1OC
-1.2%&-1.6% | -5.0%&-0.3% | CCC(NC(=O)c1ccccc1NC(=O)c1ccco1)C(=O)O (configuration not stated)
0.6% | -2.3% | O=C1c2ccccc2C(=O)N1CCCSc1nnc(-c2cccs2)n1-c1ccccc1
-1.1% | nt | COC(=O)c1c(NC(=O)c2ccnn2C)sc(C)c1C
1.3% | nt | CCOC(=O)CON1C(=O)c2ccccc2C1=O
4.0% | -4.0% | Cc1cccc(S(=O)(=O)Nc2nc3ccccc3nc2NCc2ccco2)c1
0.6% | 0.5% | CC(OC(=O)CCc1nc2ccccc2c(=O)[nH]1)C(=O)NCc1ccc2c(c1)OCO2 (configuration not stated)
7.2% | nt | Cc1oncc1C(=O)NC(C)C
2.9% | -2.9% | COc1ccc(N(CC(=O)Nc2ccc(Cl)cc2)S(=O)(=O)c2ccccc2)cc1Cl
-0.3% | -16.5% | O=C(O)c1ccc(N2CCCC2=O)cc1
-4.3% | -8.8% | Cn1c(=O)oc2cc(S(=O)(=O)Nc3cccc4c3CCCC4)ccc21
-3.4% | nt | Cc1ccc(NCc2nnc(SCC#N)o2)c(C)c1
-2.0% | -3.7% | CCc1cc2cc(C(=O)N3CCN(Cc4ccccc4)CC3)sc2s1
-6.2% | -0.1% | COc1ccc(S(=O)(=O)N2CCN(Cc3ccccc3)CC2)cc1
-1.6% | 1.7% | COc1cc(/C=C2\C(=O)NN(c3ccccc3)C2=O)cc(OC)c1OC
